# Rat MKP-3 inhibitors: inhibition of rat DUSP6 enzyme activity – biochemical, in vitro, primary screen (AID 425); inhibition, % at 20 µM, or IC50 in µM where a hit was titrated; recombinant MKP-3 phosphatase activity, fluorescence; higher % means a stronger effect; actives 0.17% (n = 110,000); in the data active = inhibition above about 50%;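 also: plate controls were vehicle for no effect and reference inhibitor for full effect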
# Hsp70 displacement: small molecules displacing fluorescent ligand from Hsp70 – biochemical, fluorescence polarization, primary screen (AID 583); Hsp70 fluorescence polarization probe displacement, mP; higher % means a stronger effect; displacement, % at 20 µM; hits with a dose series show IC50 in µM; actives 0.06% (n = 140,000); in the data active = displacement above about 50%;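 also: plate controls were vehicle for no effect and reference ligand for full effect; a part of the inactive calls stands beside numbers as strong as those of hits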
# An asterisk follows results filed as active; . = no result given; & = joins results of further samples. The list is partial, so the mix of outcomes need not match the whole.
SMILES,Rat MKP-3 inhibitors,Hsp70 displacement
CCOC(=O)C1C(=O)C=C(c2ccc(Br)cc2)CC1c1ccco1 (stereo not given),.,2.1%
O=C(COc1ccccc1)NCc1nnc(SCC(=O)Nc2nccs2)n1-c1ccccc1,2%,1.0%
Cc1c(Cl)cccc1-n1ncnc1-c1cccc(Cl)c1,1%,6.5%
CN1C(=O)CC(n2c(CO)nc3ccccc32)C1=O (stereo not given),-6%,-2.3%
CCC(=O)N1c2ccc(S(=O)(=O)CCC(=O)NCCC3=CCCCC3)cc2CC1C (stereo not given),4%,-1.6%
COCCNC(=S)c1ccc(OC)cc1,-7%,-1.8%
O=C(NCCNc1ccccc1[N+](=O)[O-])c1ccccc1F,1%,0.9%
Cc1cccc2sc(NC(=O)CSc3nc4ccccc4o3)nc12,.,8.4%
COC(=O)c1cccc(OCC(O)Cn2ccnc2)c1 (stereo not given),-2%,-2.7%
O=C(Nc1ccc(Cl)c(Cl)c1)Nc1nnc(SCc2ccccc2)s1,-2%,2.5%
CCN(CC)C(=O)Nc1ccc(Cl)cc1,-1%,-0.7%
Cc1ccc(-c2nc3ccc(Br)cc3c(C(=O)O)c2C)cc1,1%,-2.2%
CC(=O)c1cccc(S(=O)(=O)NCC(c2ccco2)N2CCCCC2)c1 (stereo not given),-8%,2.1%
O=C1c2ccccc2C(=O)N1/N=C/c1ccc(Oc2ccc([N+](=O)[O-])cn2)cc1,2%,1.7%
COc1ccccc1NC1=NC(C)(C)N=C(N)N1,.,-1.1%
CCOc1ccc(-c2nnc(-c3ccc(OC)cc3)o2)cc1,.,3.2%
CCCN(CCC)c1nc(NC2CCN(C(=O)OCC)CC2)nc(OC)n1,8%,-6.5%
CCOC(=O)/C(C#N)=C\c1cc(OC)c(OC)cc1[N+](=O)[O-],-2%,6.2%
Cc1cc(C)cc(OCC(=O)N2N=C(C(F)(F)F)CC2(O)C(C)(C)C)c1 (stereo not given),.,-0.8%
Cc1ccc(N2C(=O)/C(=C/c3ccc(F)cc3)SC2=S)cc1C,-2%,-4.8%
CC(Sc1nnc(-c2cc3ccccc3o2)n1-c1ccccc1)C(=O)O (stereo not given),-5%,2.7%
CCCCn1c(SCC(=O)Nc2nc(C)cs2)nnc1-c1cccnc1,8%,4.1%
O=C(Nc1nnc(-c2ccccc2)o1)c1ccc(Cl)cc1,-7%,-1.7%
COc1ccc(N/C=C/C(=O)c2ccc(C)cc2)c(OC)c1,0%,-4.9%
CCOc1ccc(C(=O)Nc2sc(C)c(C)c2C(N)=O)cc1,1%,1.5%
COc1ccc(CCNC(=O)c2ccccc2N(Cc2ccccc2)S(=O)(=O)c2ccccc2)cc1OC,1%,-1.8%
COc1ccc(/C=C/C(=O)N2CCCCCC2)cc1Br,-4%,0.0%
COC(=O)c1c(C)oc2cc(Br)c(OCC(=O)OC(C)(C)C)cc12,5%,-6.3%
O=C(Nc1nccs1)c1cc2c(s1)CCCCC2,.,2.5%
O=C1CC(NCc2ccco2)C(=O)N1CCc1ccccc1 (stereo not given),-13%&0%,-2.2%&4.2%
Cc1cc(NC(=O)CN2CCOCC2)c2ccccc2n1,3%,1.3%
Cc1c(Cl)cccc1NC(=O)C(=O)NC1CC(C)(C)NC(C)(C)C1,-4%,1.5%
Cc1ccc(C(=O)NC2CCSC2=O)cc1 (stereo not given),.,-0.2%
COCCNC(=O)c1cc(-c2ccc3c(c2)OCO3)on1,2%,-1.3%
COC(=O)c1ccccc1NC(=O)c1ccc(-c2cccc(Cl)c2)o1,7%,-2.2%&12%
CCN1CCN(CC(O)COc2ccc(C)c(C)c2)CC1 (stereo not given),-1%,-1.4%
NNc1nnc2c(n1)[nH]c1ccc(Br)cc12,4%,4.1%
Cc1ccc(-c2c3c(=O)n(C)c(=O)n(C)c3cn2-n2cnnc2)cc1,-2%,0.2%
Cc1cc(C)nc(/N=C(/N)C2=C(O)CC(C)(C)CC2=O)n1,1%,4.0%
CCOc1cc(OCC)cc(C(=O)Nc2cc(C)ccn2)c1,-1%,1.2%
COc1ccc(-c2cc(C(F)(F)F)n3nc(C(N)=O)c(Cl)c3n2)cc1OC,2%,-4.5%
CCOC(=O)c1ccc(Nc2nc3nonc3n3cnnc23)cc1,2%,-0.8%
CCN(C(=O)CN1C(=O)c2ccccc2C1=O)c1ccccc1C,0%,2.6%
COc1ccc(C(=O)NCCN(C)C)cc1OC,0%,-0.7%
CCOC(=O)N1CCN(C(=O)c2ccc(N3C(=O)CCC3=O)cc2)CC1,4%,0.7%
c1c2c(cc3sc(N4CCCCC4)nc13)OCCO2,-6%,1.2%
Cc1nnc(N(Cc2ccco2)C(=O)c2ccc(C#N)cc2)s1,.,11%
Cc1ccc(C(=O)Nc2nc(COc3ccccc3)cs2)s1,0%,3.3%
COc1cc2c(cc1OC)-c1cc(Nc3ccc4c(c3)OCCO4)nc(=O)n1CC2,2%,1.0%
CCCOc1ccccc1NC(=O)CC1Nc2cc(C)c(C)cc2NC1=O (stereo not given),10%,-12%
CCCOc1cccc(NC(=O)c2c(-c3ccccc3)noc2C)c1,-1%&-2%,5.8%&-1.0%
CC1=C(C(=O)Nc2ccc(Cl)cc2)C(c2ccc(Br)cc2)NC(=O)N1 (stereo not given),-1%,-1.5%
COc1ccc(C)cc1NC(=O)c1ccc(S(=O)(=O)N2CCOCC2)cc1,-17%,7.1%
CC[C@H](C)[C@H](NS(=O)(=O)c1ccc(C)cc1)C(=O)N1CCC(C(=O)N[C@H](C(=O)O)C(C)C)CC1,6%,3.0%
CC1(c2ccc3noc(-c4ccc(F)cc4)c3c2)OCCO1,.,45%
Nc1cc(NCCCO)ccc1[N+](=O)[O-],-1%,1.2%
CCOC(=O)N1CCC(n2c(SCC(=O)NCc3ccccc3)nc3ccccc3c2=O)CC1,-8%,5.0%
Cc1oc(-c2ccccc2F)nc1CS(=O)(=O)CC(=O)NCCN(C)C1CCCCC1,-1%,-1.1%
Cc1cccc(C)c1OCC(=O)Nc1nccs1,5%,3.9%
COc1ccc(Cl)cc1S(=O)(=O)N1CCN=C1C,-2%,-3.3%

# Next entries follow.
SMILES,Rat MKP-3 inhibitors,Hsp70 displacement
CC(=O)c1cccc(NC(=O)CCNS(=O)(=O)c2cccc3nsnc23)c1,0%,.
Cc1ccc(-c2noc(CCC(=O)NCCCN3CCN(c4cccc(Cl)c4)CC3)n2)cc1,8%,-1.3%
CCOC(=O)N=S(=O)(Oc1ccc([N+](=O)[O-])cc1)c1ccc(Cl)cc1 (stereo not given),.,0.5%
CC(=O)N1CCN(C(=O)c2cccc(S(=O)(=O)Nc3ccc(C)cc3)c2)CC1,-7%,0.9%
CCOC(=O)C1CCCN(c2cc(=O)n(Cc3ccc(F)cc3)c(=O)[nH]2)C1 (stereo not given),1%,-1.3%
N#CCCN(Cc1cccnc1)S(=O)(=O)c1ccc(S(=O)(=O)NC2CCCCC2)cc1,-7%,4.4%
O=[N+]([O-])c1ccc(-c2noc(-c3cccc(Br)c3)n2)cc1,8%,6.8%
CC(=O)c1ccc(NC(=S)NC(NC(=O)c2ccccc2Br)C(Cl)(Cl)Cl)cc1 (stereo not given),1%,5.1%
Cc1cc(C(F)F)n2nc(C(=O)Nc3cc(C)on3)nc2n1,.,-0.3%
C/C(=N\OC(=O)c1ccc(C)cc1)c1sc(C)nc1C,.,-0.8%
Cc1cc(Nc2ccc(Cl)cc2)n(-c2cccc(Cl)c2)n1,.,0.0%
C=CCn1c(SCc2c(C)noc2C)nc2ccccc2c1=O,.,-0.6%
COc1ccc(CNC(=O)c2ccc(C)o2)cc1,.,3.9%
Cc1cc(C(C)c2ccccc2)c(O)c(CN2CCOCC2)c1C (stereo not given),-7%,-9.1%
CN1C(c2ccccc2)CC(=NO)CC1c1ccccc1 (stereo not given),3%,1.0%
CC(=O)Nc1nc2n(n1)C(=O)CC(c1ccccc1)=N2,4%,-2.6%
CCOCCCn1c(=N)c(C(=O)NCc2ccc3c(c2)OCO3)cc2c(=O)n3ccccc3nc21,-12%,10%
CC(C)NCCOCCOc1ccccc1F,.,4.1%
CN(C(=S)Nc1ccc(F)cc1)C1(c2ccccc2Cl)CCCCC1=O (stereo not given),.,-2.3%
CN(C)C(CNC(=O)c1cccnc1Sc1ccccc1)c1ccco1 (stereo not given),-11%,3.7%
CCN(CC)S(=O)(=O)c1ccc(N=Cc2c(C)[nH]n(-c3ccc(Cl)cc3)c2=O)cc1,0%,-1.6%
CCCC1NC(=O)NC(C)=C1C(=O)OCC (stereo not given),.,-0.6%
CCC(C)(C)n1nnnc1C(c1cc2ccc(C)cc2[nH]c1=O)N(Cc1cccnc1)Cc1ccco1 (stereo not given),0%,-1.1%
O=C(O)c1cccc(OCc2ccccc2Cl)c1,2%,0.1%
Cc1ccccc1-n1c(SCC(=O)c2cc(C)n(C)c2C)nnc1-c1ccncc1,10%,4.8%
O=C(Nc1ncc(Cc2ccccc2)s1)C1CCCO1 (stereo not given),-11%,-1.0%
c1ccc(COc2ccc(OCCCn3cncn3)cc2)cc1,-7%,-4.3%
Cc1ccc(-c2cc(C(=O)Nc3ccccc3)c3ccccc3n2)cc1,-2%,0.7%
Cc1onc(-c2ccccc2Cl)c1C(=O)Nc1ccc(F)c(F)c1,-10%,.
CCOC(=O)C1CCN(c2c(NCc3ccc(C(=O)NC(C)CC)cc3)c(=O)c2=O)CC1 (stereo not given),-2%,6.3%
O=c1oc2cc(OCc3ccccc3)c(Cl)cc2c2c1CCCC2,3%,2.9%
Cc1ccc(-c2csc(NC(=O)c3ccc(S(=O)(=O)N4CCCCCC4)cc3)n2)cc1,6%,4.1%
Nc1c(C(=O)NC2CCCC2)c2nc3ccccc3nc2n1/N=C/c1cccnc1,4%,3.5%
COc1ccc(C(=O)N2CCN=C2c2ccccc2)cc1OC,0%&-4%,0.2%&-0.4%
CCCC(=O)Nc1ccc(NC(=O)c2cccc(OC)c2)nc1,-6%,0.5%
CN1C(=O)c2ccccc2C(C(=O)NCc2ccco2)C1c1c[nH]c2ccccc12 (stereo not given),1%,.
C=CCSc1nc2ccccc2n1Cc1nnc(-c2cccs2)o1,-2%,-9.5%
Cc1ccc2oc(=O)c3cnn(CC(=O)N(CCCN4CCOCC4)Cc4ccco4)c3c2c1,5%,6.2%
CCCn1nc(C(=O)NCCc2ccc(S(N)(=O)=O)cc2)c2ccccc2c1=O,-2%,3.8%
CC1=NN(c2ccccc2)C(=O)/C1=C\c1c(O)n(-c2ccc(C)cc2)[nH]c1=O,0%,6.0%
N#CCCN(CCc1ccccc1)S(=O)(=O)c1cccc2nsnc12,0%,5.9%
COc1ccc(N2CCN(C(=O)CSc3nc4c(c(=O)n(C)c(=O)n4C)n3C(C)C)CC2)cc1,2%,-2.7%
CCOc1ccc2cc(C(=O)c3ccccc3)c(=O)oc2c1,0%,-2.5%
N#Cc1c(NC(=O)CN2C(=O)c3cccc4cccc(c34)C2=O)sc2c1CCCC2,2%,-2.7%
O=C(O)CCC(=O)N1CCc2cc(S(=O)(=O)NC3CCCC3)ccc21,2%,1.0%
O=S1(=O)N=C(Oc2cccc3ccccc23)c2ccccc21,-2%,3.5%&0.3%
Nc1nonc1C(=O)N/N=C/c1cccc(OCC(=O)O)c1,1%,-1.4%
Cc1cc(C=C2C(=O)NC(=O)NC2=O)c(C)n1-c1ccc(N2CCOCC2)cc1,-1%,4.6%

# Laid out differently: entries from further up
Rat MKP-3 inhibitors	Hsp70 displacement	molecule
0%&-4%	0.2%&-0.4%	COc1ccc(C(=O)N2CCN=C2c2ccccc2)cc1OC
-6%	0.5%	CCCC(=O)Nc1ccc(NC(=O)c2cccc(OC)c2)nc1
1%	.	CN1C(=O)c2ccccc2C(C(=O)NCc2ccco2)C1c1c[nH]c2ccccc12 (stereo not given)
-2%	-9.5%	C=CCSc1nc2ccccc2n1Cc1nnc(-c2cccs2)o1
5%	6.2%	Cc1ccc2oc(=O)c3cnn(CC(=O)N(CCCN4CCOCC4)Cc4ccco4)c3c2c1
-2%	3.8%	CCCn1nc(C(=O)NCCc2ccc(S(N)(=O)=O)cc2)c2ccccc2c1=O
0%	6.0%	CC1=NN(c2ccccc2)C(=O)/C1=C\c1c(O)n(-c2ccc(C)cc2)[nH]c1=O
0%	5.9%	N#CCCN(CCc1ccccc1)S(=O)(=O)c1cccc2nsnc12
2%	-2.7%	COc1ccc(N2CCN(C(=O)CSc3nc4c(c(=O)n(C)c(=O)n4C)n3C(C)C)CC2)cc1
0%	-2.5%	CCOc1ccc2cc(C(=O)c3ccccc3)c(=O)oc2c1
2%	-2.7%	N#Cc1c(NC(=O)CN2C(=O)c3cccc4cccc(c34)C2=O)sc2c1CCCC2
2%	1.0%	O=C(O)CCC(=O)N1CCc2cc(S(=O)(=O)NC3CCCC3)ccc21
-2%	3.5%&0.3%	O=S1(=O)N=C(Oc2cccc3ccccc23)c2ccccc21
1%	-1.4%	Nc1nonc1C(=O)N/N=C/c1cccc(OCC(=O)O)c1
-1%	4.6%	Cc1cc(C=C2C(=O)NC(=O)NC2=O)c(C)n1-c1ccc(N2CCOCC2)cc1

# Next section.
SMILES,Rat MKP-3 inhibitors,Hsp70 displacement
CC(C)(C)N1CC(c2nc3ccccc3n2Cc2ccc(Cl)cc2)CC1=O (stereo not given),.,-3.0%
COc1cccc(N2C(=O)NC(=O)/C(=C/C=C/c3ccccc3[N+](=O)[O-])C2=O)c1,7%,0.9%
COc1cc(C2Nc3ccccc3NC3=C2C(=O)CC(c2ccc4c(c2)OCO4)C3)ccc1OC(C)=O (stereo not given),2%,-1.7%
O=C1CC(C(=O)N(c2ccc(F)cc2)C(C(=O)NC2CCCC2)c2ccccn2)CS1 (stereo not given),-5%,-1.9%
CCCCCC(C)NC(=O)c1ccoc1C (stereo not given),.,-1.2%
O=[N+]([O-])c1ccc(-c2nc(Cc3c(F)cccc3Cl)no2)cc1,2%,-5.3%
O=C(Cn1cnc2c(nnn2-c2ccccc2)c1=O)N1CCC(Cc2ccccc2)CC1,5%,-8.2%
CCC(C(=O)N1CCc2ccccc2C1)n1nc(C)n2c(cc3occc32)c1=O (stereo not given),-8%,1.1%

# Source: PubChem BioAssay
